Screens deposited in PubChem BioAssay by MTDP.
RNase H inhibition = RNase H inhibition, HIV 1 Gag Pol polyprotein, FRET biochemical assay, screening (AID 372) | HIV-1 RT RNase H, FRET RNA/DNA substrate fluorescence; higher % means a stronger effect | inhibition, % at 10 µM, or IC50 in µM where a hit was titrated | 100,000 tested, 0.77% active; in the data active = inhibition above about 50%
* hit, by the source's call. Some of the compounds tested; rates above refer to the full screens.

What do the screens show for `O=Cc1cn(Cc2ccccc2Cl)c2ccccc12`?
RNase H inhibition: 3%

What do the screens show for `CCN(CC)c1ccc([N+](=O)[O-])c2nonc12`?
RNase H inhibition: 0%

Results for COc1ccccc1N1CCN(Cc2ccccc2F)CC1 ?
RNase H inhibition: 7%

What do the screens show for `NS(=O)(=O)c1ccc(-c2ccc(/C=C3\C(=O)NC(=O)N(c4ccc(Br)cc4)C3=O)o2)cc1`?
RNase H inhibition: 16%

What do the screens show for `CCCOc1c(I)cc(I)cc1C=C(C#N)C#N`?
RNase H inhibition: 13%

How did CN1C(=O)NC(=O)/C(=C/c2ccc(-c3ccc([N+](=O)[O-])cc3)o2)C1=O do in these assays?
RNase H inhibition: 13%

What do the screens show for `O=C(c1ccccc1)c1cc(Cl)ccc1NC(=O)c1cc2ccccc2oc1=O`?
RNase H inhibition: 21%

What do the screens show for `COC(=O)C1=C(N)OC(C)=C(C(=O)OC(C)C)C12C(=O)Nc1ccccc12` (stereo not drawn)?
RNase H inhibition: 15%

What do the screens show for `N#CC1=C(N)Oc2c(c(=O)oc3ccccc23)C1c1cccc(Cl)c1Cl` (stereo not drawn)?
RNase H inhibition: 1%

Results for O=c1c2ccccc2nc(Cc2ccccc2)n1-c1ccccc1Cl ?
RNase H inhibition: 18%

What do the screens show for `CCOC(=O)C1=C(N)OC(C)=C(C(=O)OC(C)(C)C)C12C(=O)Nc1ccccc12` (stereo not drawn)?
RNase H inhibition: 0%

Results for COc1ccc(OC)c(CN2CCN(c3cccc(Cl)c3)CC2)c1 ?
RNase H inhibition: 10%

What do the screens show for `CC(C)NC(=O)/C=C/c1ccc(Cl)cc1`?
RNase H inhibition: 5%

How did C/C(=N\N/C(N)=N/[N+](=O)[O-])c1ccccc1 do in these assays?
RNase H inhibition: 13%

What do the screens show for `Cc1ccc(-n2c(/C=C3/C(=O)Nc4ccc(Br)cc43)nc3ccccc3c2=O)cc1`?
RNase H inhibition: 16%

What do the screens show for `Brc1ccc(CN2CCN(Cc3cccc(Br)c3)CC2)cc1`?
RNase H inhibition: 14%

What do the screens show for `Cc1sc(-n2c(C)cc(C=C3C(=O)NC(=S)NC3=O)c2C)c(C#N)c1C`?
RNase H inhibition: 30%

How did CCOC(=O)c1ccc2c(c1)n(Cc1ccccc1)c(C)[n+]2CC do in these assays?
RNase H inhibition: 8%

What do the screens show for `C=CCOc1ccc(/C=C2\C(=O)NC(=O)N(CC=C)C2=O)cc1OC`?
RNase H inhibition: 0%

What do the screens show for `Cc1ccc(N2C(=O)NC(=O)/C(=C\c3ccc(-c4ccc(Cl)c(C(=O)O)c4)o3)C2=O)cc1`?
RNase H inhibition: 9%

Among those listed so far, three have an aryl methoxy group.
Results for COc1ccccc1N1CCN(Cc2ccccc2F)CC1 ?
RNase H inhibition: 7%

Results for COc1ccc(OC)c(CN2CCN(c3cccc(Cl)c3)CC2)c1 ?
RNase H inhibition: 10%

What do the screens show for `C=CCOc1ccc(/C=C2\C(=O)NC(=O)N(CC=C)C2=O)cc1OC`?
RNase H inhibition: 0%

Entries from the list above that have a carbonyl joined to an NH by a bond outside any ring, in the order listed:
What do the screens show for `O=C(c1ccccc1)c1cc(Cl)ccc1NC(=O)c1cc2ccccc2oc1=O`?
RNase H inhibition: 21%

What do the screens show for `CC(C)NC(=O)/C=C/c1ccc(Cl)cc1`?
RNase H inhibition: 5%

Further results follow:
How did COCCOC(=O)C1=C(N)OC2=C(C(=O)CC(C)(C)C2)C12C(=O)Nc1ccccc12 (stereo not drawn) do in these assays?
RNase H inhibition: 6%

Results for O=C1NC(=S)NC(=O)C1=Cc1ccc(-c2ccc(C(=O)O)c(Cl)c2)o1 ?
RNase H inhibition: 17%

How did COc1ccc(C(c2c(O)c3ccccc3oc2=O)c2c(O)c3ccccc3oc2=O)cc1CN1CCOCC1 do in these assays?
RNase H inhibition: 14%

How did COc1cccc(CN2CCN(C(=O)COc3ccccc3)CC2)c1OC do in these assays?
RNase H inhibition: 0%

What do the screens show for `CC(C)(C)c1cc(C=C2C(=O)NC(=S)NC2=O)cc(C(C)(C)C)c1O`?
RNase H inhibition: 14%

How did Cc1ccc(C(=O)Nc2ccc(Cl)cc2C(=O)c2ccccc2)cc1[N+](=O)[O-] do in these assays?
RNase H inhibition: 10%

What do the screens show for `COc1cccc(CN2CCN(Cc3ccccc3OC)CC2)c1`?
RNase H inhibition: 3%

What do the screens show for `CCCCn1c(=O)c(C(=O)Nc2ccccc2O)c(O)c2ccccc21`?
RNase H inhibition: 13%

How did CN1CCN(c2ccc(C=C3C(=O)N(C)C(=O)N(C)C3=O)o2)CC1 do in these assays?
RNase H inhibition: 27%

What do the screens show for `CC1CN(c2c(Cl)cccc2[N+](=O)[O-])CCN1` (stereo not drawn)?
RNase H inhibition: 12%

Results for CN1C(=O)C(=Cc2cccn2-c2cccc([N+](=O)[O-])c2)C(=O)N(C)C1=O ?
RNase H inhibition: 19%

What do the screens show for `Oc1c(Br)cc(Br)cc1CN1CCN(c2ccc(Cl)cc2)CC1`?
RNase H inhibition: 8%

Results for C=CCOC(=O)C1=C(C)OC(N)=C(C(=O)OCCOC)C12C(=O)Nc1ccccc12 (stereo not drawn) ?
RNase H inhibition: 0%

What do the screens show for `O=Cc1cn(Cc2ccc(Cl)cc2Cl)c2ccccc12`?
RNase H inhibition: 13%

Results for COc1ccc(CN2CCN(Cc3ccc(C)cc3)CC2)cc1 ?
RNase H inhibition: 20%

Results for Cc1ccc(/C=C2/C(=O)NC(=O)N(C)C2=O)cc1 ?
RNase H inhibition: 5%

What do the screens show for `N#CC1=C(N)Oc2c(c(=O)oc3ccccc23)C1c1cccc(C(F)(F)F)c1` (stereo not drawn)?
RNase H inhibition: 8%

How did COc1cc(CNCCc2ccc(Cl)cc2Cl)cc(OC)c1 do in these assays?
RNase H inhibition: 0%

Results for O=[N+]([O-])/C=C/c1ccccc1OCc1ccc(Cl)cc1Cl ?
RNase H inhibition: 19%

Results for CC(C)(CO)N1CC1C(=O)OCc1ccccc1 (stereo not drawn) ?
RNase H inhibition: 9%

Four structures from above, ordered by molecular weight, descending:
What do the screens show for `N#CC1=C(N)Oc2c(c(=O)oc3ccccc23)C1c1cccc(C(F)(F)F)c1` (stereo not drawn)?
RNase H inhibition: 8%

Results for CN1C(=O)C(=Cc2cccn2-c2cccc([N+](=O)[O-])c2)C(=O)N(C)C1=O ?
RNase H inhibition: 19%

How did CN1CCN(c2ccc(C=C3C(=O)N(C)C(=O)N(C)C3=O)o2)CC1 do in these assays?
RNase H inhibition: 27%

Results for Cc1ccc(/C=C2/C(=O)NC(=O)N(C)C2=O)cc1 ?
RNase H inhibition: 5%

The results go on:
What do the screens show for `COc1ccc(/C=C2\C(=O)NC(=O)N(C)C2=O)c(OC)c1OC`?
RNase H inhibition: 2%

What do the screens show for `CN1CCC(N2CCCCCCC2)CC1`?
RNase H inhibition: 10%

Results for COc1ccc(CC(C)NCCC(c2ccccc2)c2ccccc2)cc1 (stereo not drawn) ?
RNase H inhibition: 18%

How did CC(C)c1ccc(N2C(=O)NC(=O)/C(=C/c3ccco3)C2=O)cc1 do in these assays?
RNase H inhibition: 14%

Results for O=C1NC(=O)C(=Cc2ccccc2)C(=O)N1 ?
RNase H inhibition: 3%

Results for CCN1C(=O)C(=Cc2ccc(N(CC)CC)cc2)C(=O)N(CC)C1=S ?
RNase H inhibition: 8%

What do the screens show for `CCOP(=O)(C(NC(=O)OC)=C(Cl)Cl)c1ccccc1` (stereo not drawn)?
RNase H inhibition: 2%

Results for O=c1c2ccccc2nc(-c2ccc([N+](=O)[O-])cc2)n1-c1cccc(Cl)c1 ?
RNase H inhibition: 6%

Results for O=c1c2ccccc2nc(/C=C/c2cccc([N+](=O)[O-])c2)n1-c1ccccc1O ?
RNase H inhibition: 9%

What do the screens show for `CCOc1cc(CN2CCN(CC)CC2)ccc1OC`?
RNase H inhibition: 7%

How did CC(C)N1CCN(Cc2cc(Br)ccc2O)CC1 do in these assays?
RNase H inhibition: 0%

How did COc1ccc(-n2c(/C=C/c3c[nH]c4ccccc34)nc3ccccc3c2=O)cc1 do in these assays?
RNase H inhibition: 7%

How did O=[N+]([O-])c1ccc(N2CCCC2)c2ncccc12 do in these assays?
RNase H inhibition: 21%

What do the screens show for `Cc1ccc(-c2nc3ccccc3c(=O)n2-c2nccs2)cc1`?
RNase H inhibition: 7%

How did Cn1cccc1CNCCc1ccc2c(c1)OCO2 do in these assays?
RNase H inhibition: 11%

What do the screens show for `O=c1oc2ccccc2c(O)c1C(c1cccc(F)c1)c1c(O)c2ccccc2oc1=O`?
RNase H inhibition: 0%

How did Cc1ccccc1CN1CCN(Cc2ccccc2Br)CC1 do in these assays?
RNase H inhibition: 11%

How did CC/C(=C\c1cc(Br)c(O)c(OC)c1)[N+](=O)[O-] do in these assays?
RNase H inhibition: 21%

What do the screens show for `CCc1ccc(CN2CCN(C(=O)COc3ccc(Cl)cc3)CC2)cc1`?
RNase H inhibition: 0%

Results for O=[N+]([O-])c1ccccc1CN1CCN(Cc2ccccc2Cl)CC1 ?
RNase H inhibition: 0%

Brought forward from above: 6 compounds, then new ones.
How did Cn1cccc1CNCCc1ccc2c(c1)OCO2 do in these assays?
RNase H inhibition: 11%

What do the screens show for `O=c1oc2ccccc2c(O)c1C(c1cccc(F)c1)c1c(O)c2ccccc2oc1=O`?
RNase H inhibition: 0%

How did Cc1ccccc1CN1CCN(Cc2ccccc2Br)CC1 do in these assays?
RNase H inhibition: 11%

How did CC/C(=C\c1cc(Br)c(O)c(OC)c1)[N+](=O)[O-] do in these assays?
RNase H inhibition: 21%

What do the screens show for `CCc1ccc(CN2CCN(C(=O)COc3ccc(Cl)cc3)CC2)cc1`?
RNase H inhibition: 0%

Results for O=[N+]([O-])c1ccccc1CN1CCN(Cc2ccccc2Cl)CC1 ?
RNase H inhibition: 0%

How did O=C1NC(=S)NC(=O)C1=C/C=C/c1ccco1 do in these assays?
RNase H inhibition: 23%

How did Cc1ccc(-n2c(SCCN3CCOCC3)nc3ccccc3c2=O)cc1 do in these assays?
RNase H inhibition: 16%

Results for O=C(N1CCN(c2ccccn2)CC1)C(O)(c1ccccc1)c1ccccc1 ?
RNase H inhibition: 3%

Results for NCCc1nc2ccccc2[nH]1 ?
RNase H inhibition: 0%

What do the screens show for `CCC1C(=O)NC(=O)N(c2ccccc2)C1=O` (stereo not drawn)?
RNase H inhibition: 5%

Results for Cc1ccccc1N1CCN(Cc2ccccc2F)CC1 ?
RNase H inhibition: 9%

How did Nc1ccc(Br)cc1C(=O)c1ccc(F)cc1 do in these assays?
RNase H inhibition: 12%

How did COc1ccc(Br)cc1CN1CCN(Cc2ccccc2F)CC1 do in these assays?
RNase H inhibition: 23%
